# MCF10A rereplic: induces DNA re-replication in MCF 10a normal breast cells; Potency, µM (doses to about 46.1 µM), for the others: at the highest dose activity, positive = re-replication, usual class: activators; hit rate 2.9% among 350,000; AID 624296; MCF 10A DNA re-replication, Hoechst nuclear intensity, 48 h; further: % of control where 0% means no effect; nearly all actives have a fitted effect of over 50% in size
# Nrf2 activator: activators of Nrf2 (ARE) signaling. Potency, µM (highest dose often 46.1 µM), without a hit: top-dose activation, hits mostly activators. hit rate 0.31% among 410,000. AREc32 ARE-luciferase reporter (MCF7-derived line), luminescence, 24 h; further: % of control where 0% means no effect; nearly all actives have a fitted effect of over 65% in size
#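 Each well held 1000 AREc32 cells, which were incubated with compound for 24 hr at 37 deg C after overnight attachment, and ARE reporter activity was quantified by firefly luciferase luminescence.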
# HepG2 tox: counter-screen for TGF-b inhibitors: cytotoxicity in HepG2 cells. HepG2 CAGA-GFP viability, ATP luminescence, 18 h. AID 588856. hit rate 0.76% among 410,000. Potency, µM (series often up to 46.1 µM), inactives show top-dose activity change, negative = cytotoxicity, hits mostly cytotoxic; further: some results filed as inactive show a strong effect at the top dose
#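 HepG2 CAGA-GFP cells (1000/well, DMEM with 1% FBS) received compound, then TGF-beta at 500 pg/mL final, and were incubated 18 hours at 37 degrees C. Viability was read by CellTiter-Glo luminescence. Media-only wells were set as complete cell-killing and DMSO as no toxicity.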
# TGFb inhibitor: inhibitors of TGF-b signaling | HepG2 CAGA-GFP TGF-b/SMAD3 reporter, GFP fluorescence, 18 h; TGF-beta stimulated, 500 pg/mL final | hit rate 1.2% among 410,000 | Potency, µM (highest dose often 46.1 µM), inactives show at the top dose activity, negative = inhibition, usual class: inhibitors; further: on the % scale 0 is the no-effect control and ±100 the full control effect; nearly all actives have a fitted effect of over 65% in size
#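 GFP signal (ex488/em500-530) from TGF-beta-stimulated HEPG2 CAGA-GFP cells, 500 pg/mL final, 18 h at 37 degrees C in DMEM plus 1% FBS, normalized to unstimulated and DMSO-stimulated controls.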
# EPAC2 antag: antagonists of human EPAC2; Q8WZA2; EPAC2 GEF exchange of Rap1B-BODIPY-GDP, fluorescence; Potency, µM (top dose mostly 114 µM), for the others: top-dose activity, negative = inhibition, actives largely listed as inhibitors; hit rate 0.18% among 360,000; further: on the % scale 0 is the no-effect control and ±100 the full control effect; nearly all actives have a fitted effect of over 45% in size; many of its hits are not listed in these tables
# Target sequence (Q8WZA2 whole entry, looked up): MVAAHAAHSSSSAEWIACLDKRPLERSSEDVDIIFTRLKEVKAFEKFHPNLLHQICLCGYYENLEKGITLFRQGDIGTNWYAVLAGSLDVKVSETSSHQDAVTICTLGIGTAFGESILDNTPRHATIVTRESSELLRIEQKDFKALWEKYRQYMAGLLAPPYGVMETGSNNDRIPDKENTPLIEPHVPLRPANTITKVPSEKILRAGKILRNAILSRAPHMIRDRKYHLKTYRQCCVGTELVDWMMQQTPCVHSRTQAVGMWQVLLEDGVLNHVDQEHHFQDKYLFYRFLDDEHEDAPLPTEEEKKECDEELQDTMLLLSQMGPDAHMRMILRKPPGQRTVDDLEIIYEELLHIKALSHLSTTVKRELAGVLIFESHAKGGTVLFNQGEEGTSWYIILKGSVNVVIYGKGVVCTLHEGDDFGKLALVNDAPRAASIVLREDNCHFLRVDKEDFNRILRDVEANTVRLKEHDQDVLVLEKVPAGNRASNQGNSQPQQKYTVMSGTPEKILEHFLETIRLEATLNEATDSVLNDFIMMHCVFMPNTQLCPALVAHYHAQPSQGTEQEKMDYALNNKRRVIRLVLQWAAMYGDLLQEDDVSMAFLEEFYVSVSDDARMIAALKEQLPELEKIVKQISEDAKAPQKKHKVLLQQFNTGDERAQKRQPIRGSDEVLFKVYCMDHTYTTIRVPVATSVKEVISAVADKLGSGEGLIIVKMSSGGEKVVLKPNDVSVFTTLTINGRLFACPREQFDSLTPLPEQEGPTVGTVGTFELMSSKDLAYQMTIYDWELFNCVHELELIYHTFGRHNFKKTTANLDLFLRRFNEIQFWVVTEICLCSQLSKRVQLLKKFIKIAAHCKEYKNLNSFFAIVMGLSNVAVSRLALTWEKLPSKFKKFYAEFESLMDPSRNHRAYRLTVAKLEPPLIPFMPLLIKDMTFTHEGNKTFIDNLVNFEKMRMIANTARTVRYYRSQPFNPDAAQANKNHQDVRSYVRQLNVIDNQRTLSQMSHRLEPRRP
# A549 viability: A549 cytotoxicity, counter-screen for Nrf2 inhibitors; Potency, µM (top dose mostly 46 µM), without a hit: at the highest dose activity change, negative = cytotoxicity, usual class: inhibitors; A549 ARE-Fluc cells, CellTiter-Fluor viability, 18-24 h; hit rate 0.16% among 390,000; AID 504648; further: on the % scale 0 is the no-effect control and ±100 the full control effect
#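 Cytotoxicity counterscreen: CellTiter-Fluor fluorescence was measured in A549 ARE_Fluc cells after 18-24 h of compound exposure in a concentration series. The subsequent BugLite luminescent read reports ARE-luciferase activity.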
# ATXN2 expr inh: ATXN2 expression inhibition; hit rate 0.72% among 360,000; HEK-293 ATXN2-luciferase reporter, luminescence, 24 h; Potency, µM (highest dose often 57 µM), inactives show top-dose activity change, negative = inhibition, hits mostly inhibitors; AID 1745845; further: on the % scale 0 is the no-effect control and ±100 the full control effect; nearly all actives have a fitted effect of over 55% in size
#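 ATXN2-luciferase reporter cells (luciferase flanked by upstream and downstream ATXN2 gene portions) were treated 24 h at 37 °C with compounds at up to 57 uM. SteadyGlo luminescence gave expression; GF-AFC fluorescence gave viability.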
# Nrf2 block: inhibitors of Nrf2 signaling. A549 ARE-Fluc reporter, luciferase luminescence, 18-24 h. Potency, µM (series often up to 46 µM), for the others: at the top dose activity change, negative = inhibition, actives largely listed as inhibitors. hit rate 2.1% among 360,000; further: on the % scale 0 is the no-effect control and ±100 the full control effect; nearly all actives have a fitted effect of over 60% in size
#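 Quantitative HTS in A549 cells stably bearing an antioxidant response element-firefly luciferase construct. Inhibition of Nrf2-driven transcription was scored by luminescence after 18-24 h of compound exposure at 37 °C.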
# S2 tox: cell viability loss in ATXN counter-screen; AID 651635; Potency, µM (highest dose often 56.7 µM), hits mostly cytotoxic; hit rate 0.49% among 400,000; S2 cells (HEK-293 line with an ATXN2-luciferase reporter) viability, CellTiter-Fluor protease fluorescence, 24 h; further: nearly all actives have a fitted effect of over 40% in size
# * hit, by the source's call; i = inactive; ? = inconclusive; · = not tested or not shown; & = joins results of further samples; [ ] = remark or other dose. The call rests on the fitted dose curve; in most records, active means well fitted curve in the direction sought with a large enough effect; inconclusive means small, poorly fitted or top-dose-only effect, or another doubt; inactive means no such curve, though single readings can be large; an effect the other way counts as inactive or inconclusive. Potency means the concentration at half of the fitted maximal effect. The list is partial (hit frequency here may not be typical).
item	canonical_smiles	MCF10A rereplic	Nrf2 activator	HepG2 tox	TGFb inhibitor	EPAC2 antag
1	O=C(O)c1cccc(NC(=O)c2cccc(S(=O)(=O)N3CCCCC3)c2)c1	?	-1.1%	2%	4%	9%
2	O=C(Nc1nc(-c2ccccc2)cs1)c1ccc(=O)[nH]c1	16%	14%	-3%	10%	0%
3	Cc1cc(C(F)(F)F)n2nc(-c3sccc3-n3cccc3)cc2n1	4%	16%	0%	1%	7%
4	Cc1c(Cl)cccc1NCC(=O)NN=C1CCCC1	-5%	3.2%	-7%	4%	-4%
5	COc1cccc(C(c2c(NC(=O)c3ccco3)sc(C)c2C)N2CCOCC2)c1 (configuration not stated)	21µM*	9.7%	0%	?	-19%
6	O=C(O)C1C2CCC(C2)C1C(=O)Nc1cccc([N+](=O)[O-])c1 (configuration not stated)	17%	-0.3%	6%	1%	2%
7	CCC(c1nnnn1-c1c(C)cccc1C)N1CCCN(Cc2ccc(F)cc2)CC1 (configuration not stated)	·	0.9%	·	·	5%
8	COCCNC(=O)CCSc1nc(-c2ccc3c(c2)OCO3)cc(C(F)(F)F)n1	·	-0.5%	-37%	21%	·
9	CCOC(=O)c1cc(OC(=O)c2ccccc2Cl)n(-c2ccccc2)n1	·	-0.4%	0%	-17%	·
10	O=C(CCc1nnc2ccc(N3CCCC3)nn12)Nc1ccc(F)c(F)c1	-4%	-0.5%	-12%	20%	-7%
11	COc1ccc(/C=C/C(=O)c2cccc(-n3cnnn3)c2)cc1O	1%	0.1%	-13%	-7%	16%
12	Cc1cc(C)nc(SCC(=O)Nn2cnnc2)n1	3%	0.0%	-6%	2%	3%

item	A549 viability	ATXN2 expr inh	Nrf2 block	S2 tox
1	2%	-9%	17%	i
2	0%	31%	-17%	?
3	15%	-9%	6%	i
4	0%	-2%	6%	i
5	0%	-5%	-16%	i
6	-2%	9%	-9%	i
7	·	5%	·	?
8	-11%	-23%	-17%	i
9	-1%	·	-19%	·
10	-16%	5%	17%	i
11	0%	1%	-6%	i
12	-4%	2%	-1%	i

# (more compounds)
item	canonical_smiles	MCF10A rereplic	Nrf2 activator	HepG2 tox	TGFb inhibitor	EPAC2 antag
13	O=C(CN1C(=O)/C(=C/c2ccccc2)SC1=S)Nc1cccnc1	?	5.4%	-4%	3%	-9%[57.1 µM]
14	CN1CCN(NC(=O)c2cc(Br)ccc2Cl)CC1	-1%	0.0%	-12%	0%	-11%
15	COc1ccc2c(c1)SC(C)CC2=O (configuration not stated)	1%	1.2%	2%	4%	-5%
16	CCCOCc1cc(CN2CCN(c3cccc(Cl)c3)CC2)c(O)c2ncccc12	·	-1.7%	-49%	?	·
17	Cc1ccc(N2CC(NC(=O)c3ccccc3C(F)(F)F)CC2=O)cc1C (configuration not stated)	·	1.9%	7%	-3%	·
18	COc1ccc(CCN(C)Cc2c(O)ccc3ccccc23)cc1OC	11%	7.9%	-27%	-22%	-10%
19	Cc1cccc(-n2cc(-c3ccccc3)c3c(=O)[nH]cnc32)c1	22%	1.8%	-21%	-27%	-14%
20	COc1ccc(NC(=O)c2ccc3nc[nH]c3c2)c(OC)c1	-5%	2.8%	1%	5%	2%
21	OCCN1CCN(CCOc2cccc(Cl)c2)CC1	25%	0.1%	-3%	-1%	6%
22	N#C/C(=C/c1ccc(N2CCCCC2)o1)C(=O)NCCc1c[nH]c2ccccc12	?	2.7%	-1%	89%[activator]	-1%
23	OCCOCCN1CCN(C2=Nc3ccccc3Sc3ccccc32)CC1	-20%&7%&16%	2.7%&3.5%	-10%&-54%	-9%&-5%	2%&-2%
24	OCC[C@@H]1C[C@H](O)[C@@H](O)[C@@]2(OCCc3ccccc32)O1	-46%[inhibitor]	1.4%	-47%	-26%	24%

item	A549 viability	ATXN2 expr inh	Nrf2 block	S2 tox
13	1%	·	-13%	i
14	1%	24%	2%	i
15	-4%	1%	6%	i
16	5%	·	?	·
17	0%	·	·	·
18	-1%	-7%	?	i
19	2%	-12%	?	i
20	-4%	5%	13%	i
21	-3%	-19%	-5%	i
22	-8%	-19%	?	i
23	-1%&-4%	-3%&-4%&7%	-11%&0%	i
24	1%	-8%	6%	i

# Sorted by number of heavy atoms (highest first): some entries from above
item	canonical_smiles	MCF10A rereplic	Nrf2 activator	HepG2 tox	TGFb inhibitor	EPAC2 antag
17	Cc1ccc(N2CC(NC(=O)c3ccccc3C(F)(F)F)CC2=O)cc1C (configuration not stated)	·	1.9%	7%	-3%	·
18	COc1ccc(CCN(C)Cc2c(O)ccc3ccccc23)cc1OC	11%	7.9%	-27%	-22%	-10%
19	Cc1cccc(-n2cc(-c3ccccc3)c3c(=O)[nH]cnc32)c1	22%	1.8%	-21%	-27%	-14%

item	A549 viability	ATXN2 expr inh	Nrf2 block	S2 tox
17	0%	·	·	·
18	-1%	-7%	?	i
19	2%	-12%	?	i

# The results go on.
item	canonical_smiles	MCF10A rereplic	Nrf2 activator	HepG2 tox	TGFb inhibitor	EPAC2 antag
25	O=C(COC(=O)c1cccc2c1C(=O)c1ccccc1C2=O)NC1CCCCC1	85%	0.3%	-8%	?	-20%
26	COc1cc(SC)ccc1C(=O)Nc1ccc2c(c1)OCCO2	?	2.3%	-37%	-1%	-4%
27	COc1ccc(OC)c(NC(=O)CCCSc2ccccc2)c1	8%	0.2%	1%	5%	-11%
28	CCn1c(=O)c(=O)n(CC)c2cc(S(=O)(=O)Nc3ccc(C)cc3)ccc21	-1%	0.2%&0.2%	18%&-5%	2%&10%	-2%
29	COc1ccc(Cn2c(CNC(=O)c3ccc(N(C)C)cc3)nc3cccnc32)cc1	·	-0.5%	-13%	3%	·
30	Cn1c(=O)c2c(nc(Br)n2CC(=O)c2cccs2)n(C)c1=O	28%	0.9%	2%	13%	-10%
31	Cc1ccc(-c2nc3nc(C)cc(C)n3c2Nc2ccc3c(c2)OCCO3)cc1	·	5.1%	-6%	9%	·
32	CCCCOc1cccc(C(=O)Nc2cccc(-c3nc4ncccc4o3)c2C)c1	·	-0.4%	-39%	?	·
33	CCOc1cc(C(=S)N2CCCCC2)ccc1OS(=O)(=O)c1ccc(Br)cc1	?	0.0%	-5%	-8%	2%
34	COc1ccc(C(=O)N2CC(=O)Nc3ccc(Br)cc3C2c2ccc(F)cc2)cc1OC (configuration not stated)	·	5.9%	3%	19%	·
35	CCN(CC)c1ccc(C2NC(=O)NC(C)=C2C(=O)Nc2ccccc2)cc1 (configuration not stated)	3%	8.3%	-5%	6%	-3%
36	Cc1ccc(CNC(=O)C2CCN(S(=O)(=O)c3ccc4c(c3)CC(C)N4C(=O)C3CC3)CC2)cc1 (configuration not stated)	13%	0.6%	-16%	-22%	9%

item	A549 viability	ATXN2 expr inh	Nrf2 block	S2 tox
25	-21%	-27%	?	i
26	-5%	26%	?	i
27	6%	11%	-13%	i
28	-1%&4%	2%	-3%&-16%	i
29	1%	·	·	·
30	6%	-9%	·	i
31	0%	·	-6%	·
32	-4%	?	16µM*	?
33	-7%	-19%	-29%	?
34	8%	-8%	-2%[9.27 µM]	i
35	-8%	-11%	-23%	i
36	1%	-20%	?	i

# (list continues)
item	canonical_smiles	MCF10A rereplic	Nrf2 activator	HepG2 tox	TGFb inhibitor	EPAC2 antag
37	CCOC(=O)[C@H]1[C@H]2COc3ccc(Br)cc3[C@H]2N2C(=O)CNC(=O)[C@@]12C	24%	-1.1%	-10%	4%	-11%
38	COc1cccc(NC(=O)CN(C)C(=O)c2ccccc2OCC(=O)Nc2cccc(C(F)(F)F)c2)c1	14%	-0.4%	-31%	-8%	?
39	Cc1cc(C)n(CC(=O)N/N=C/c2ccccn2)n1	3%	-0.3%	35%	44%[activator]	1%
40	COC(=O)CCC(NS(=O)(=O)OCC(Cl)(Cl)Cl)c1ccccc1 (configuration not stated)	0%	-0.9%	3%	-13%	3%
41	COc1ccc(N2CCN(C(=O)C3Cc4ccccc4N3C(C)=O)CC2)cc1 (configuration not stated)	·	0.1%	-5%	0%	·
42	O=C(O)C1C2C=CC3(CN(C/C=C/c4ccccc4)C(=O)C13)O2 (configuration not stated)	3%	0.3%	16%	21%	-2%[57.1 µM]
43	CC(C)c1ccc(-c2noc(SCC(=O)N3CCCCC3C)n2)cc1 (configuration not stated)	·	7.5%	-19%	-17%	·
44	N#Cc1nc(-c2ccccc2F)oc1NCc1cccc2c1OCO2	14%	4.1%	-3%	?	4%
45	O=C(O)CCC(=O)N(Cc1ccccc1)Cc1ccccc1	0.73µM*	0.3%	-1%	-1%	9%
46	O=C(CSc1n[nH]c(=O)[nH]c1=O)N1CCCCCC1	2%	-0.1%	-2%	3%	4%
47	NC(=S)N/N=C/c1cccc(Br)c1	-7%	2.3%	-16%	4%	5%
48	CC(C)N1CC2=C(OC(N)=C(C#N)C2c2cccnc2)/C(=C/c2cccnc2)C1 (configuration not stated)	9%	2.5%	-19%	-3%	2%
49	CC(=O)N1CCN(c2ncnc3sc(-c4ccccc4)cc23)CC1	14%	-0.4%	-10%	8%	-9%
50	CC(C)Cc1ccc(/C=C/C(=O)N2CCOCC2)cc1	14%	-0.7%	-4%	4%	-4%
51	CC(C)c1cc(-c2cc(-c3ccc(Cl)cc3)on2)nc(NC2CCCC2)n1	?	-0.3%	-3%	-5%	-3%

item	A549 viability	ATXN2 expr inh	Nrf2 block	S2 tox
37	0%	9%	7%	i
38	-6%	3%	?	i
39	0%	-11%	19%	i
40	3%	-11%	-2%	i
41	1%	4%	·	i
42	-6%	0%	5%	i
43	-7%	?	?	?
44	3%	29%	-6%	i
45	0%	-5%	?	i
46	-3%	0%	1%	i
47	-2%	-27%	-25%	i
48	0%	-20%	3%	i
49	-8%	-22%	?	i
50	-2%	26%	?	i
51	22%	3%	-12%	i

# Laid out differently: two of the compounds above.
47	NC(=S)N/N=C/c1cccc(Br)c1
  MCF10A rereplic: -7%; Nrf2 activator: 2.3%; HepG2 tox: -16%; TGFb inhibitor: 4%; EPAC2 antag: 5%; A549 viability: -2%; ATXN2 expr inh: -27%; Nrf2 block: -25%; S2 tox: i
43	CC(C)c1ccc(-c2noc(SCC(=O)N3CCCCC3C)n2)cc1 (configuration not stated)
  MCF10A rereplic: ·; Nrf2 activator: 7.5%; HepG2 tox: -19%; TGFb inhibitor: -17%; EPAC2 antag: ·; A549 viability: -7%; ATXN2 expr inh: ?; Nrf2 block: ?; S2 tox: ?

# Bioassay records as filed in PubChem.
